Epigenetic derep – derepresses silenced GFP reporter in murine cells; murine LDR cells, GFP reporter derepression, 30 h; Potency, µM (highest dose often 53.9 µM), without a hit: at the top dose GFP activation, usual class: activators; hit rate 0.2% among 280,000; AID 1865; further: potency means the concentration at half of the fitted maximal effect; % of control where 0% means no effect; nearly all actives have a fitted effect of over 60% in size
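In this reporter-derepression format, murine cells bearing a silenced integrated CMV-GFP locus incubate with test compound (30 h, 37 C), then are washed and imaged; fluorescent objects of 20–120 um count as induced cells.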
TR SRC2 fluor cs – counter-screen for TRb-SRC2 inhibitors: fluorescence interference | TRb/SRC2 Texas Red total fluorescence interference | Potency, µM (titrated, usually from 106 µM), inactives show at the top dose fluorescence change, negative = quenching | hit rate 0.29% among 280,000; active means well fitted curve in either direction with a large enough effect; inconclusive means small, poorly fitted or top-dose-only effect; further: potency means the concentration at half of the fitted maximal effect; on the % scale 0 is the no-effect control and ±100 the full control effect
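Human TRβ ligand-binding domain (0.6 uM) and Texas Red SRC2 peptide (20 nM) in Tris buffer with 1 uM T3 and 5% DMSO were incubated with pinned compound for 5 hr at ambient temperature. Total fluorescence was computed as S + 2P (555/632 nm).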
Tau fibril FP – inhibitors of human tau fibril formation | P10636 | K18 P301L tau heparin fibrillization, Alexa594 FP, 6 h | Potency, µM (series often up to 57.7 µM), for the others: at the top dose activity, negative = inhibition, hits mostly inhibitors | hit rate 0.39% among 280,000; further: potency means the concentration at half of the fitted maximal effect; on the % scale 0 is the no-effect control and ±100 the full control effect; nearly all actives have a fitted effect of over 55% in size
Target sequence (P10636 561-689 P618L limits assumed): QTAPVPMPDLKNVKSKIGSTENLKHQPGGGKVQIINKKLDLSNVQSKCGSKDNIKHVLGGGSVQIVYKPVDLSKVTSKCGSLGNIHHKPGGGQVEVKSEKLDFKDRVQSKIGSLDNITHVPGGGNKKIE
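Steps: dispense K18 P301L tau (15 uM plus 0.24 uM Alexa 594 tracer, final) in pH 7 sodium acetate; add compound; add heparin (20 uM final); incubate 6 hr, 37 C; add ThT (30 uM final); after 1 hr ambient, read FP.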
Tau fluor counter – counter-screen for tau fibril formation inhibitors; AID 1463; Potency, µM (highest dose often 57.7 µM), for the others: at the highest dose activity change, negative = decrease; tau K18 P301L Alexa594 fluorescence, heparin fibrillization; hit rate 0.93% among 280,000; further: potency means the concentration at half of the fitted maximal effect; on the % scale 0 is the no-effect control and ±100 the full control effect; nearly all actives have a fitted effect of over 55% in size
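Human tau K18 P301L (15 uM unlabeled, 0.24 uM Alexa 594-labeled) in 100 mM sodium acetate pH 7 with 20 uM heparin, 6 hr at 37 C. ThT 30 uM added, 1 hr ambient; Alexa 594 FP and total fluorescence read at 555/632 nm.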
GLA spleen mod – alpha-galactosidase A (human) modulation; AID 2107; hit rate 0.008% among 240,000; Potency, µM (series often up to 80 µM), without a hit: at the top dose activity change, negative = inhibition, hits mostly inhibitors; human spleen homogenate, 4MU-alpha-Gal fluorescence, 40 min;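 further: potency means the concentration at half of the fitted maximal effect; 0% = enzyme with vehicle and -100% = no enzyme basal signal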
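Inhibition or activation of alpha-galactosidase in human spleen homogenate is scored by 4-MU fluorescence after 40 min at 37C, pH 5.0, with 1 mM substrate. AC50s come from concentration-response fitted to the Hill equation.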
TRb-SRC2 inh – inhibitors of human thyroid hormone receptor beta-SRC2 interaction | hit rate 0.065% among 280,000 | Potency, µM (highest dose often 106 µM), without a hit: at the top dose activity change, negative = inhibition, usual class: inhibitors | P10828 | TRbeta-SRC2 peptide binding, fluorescence polarization; receptor liganded with 1 µM T3 | AID 1469;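 further: potency means the concentration at half of the fitted maximal effect; plate controls were bound peptide for no effect and peptide without receptor for full effect; nearly all actives have a fitted effect of over 50% in size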
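TRb LBD 0.6 uM + Texas Red SRC2 peptide 20 nM, 1 uM T3, Tris buffer w/ 5% DMSO; compound pinned, 5 h RT; FP read ex 555/em 632; normalized to unbound and bound controls.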
NPSR antagonist – neuropeptide S receptor (human) antagonism, cAMP; CHO-NPSR cells, cAMP TR-FRET, antagonist mode; Potency, µM (series often up to 38.3 µM), inactives show at the highest dose activity change, negative = inhibition, hits mostly inhibitors; hit rate 1% among 220,000; Q6W5P4; further: potency means the concentration at half of the fitted maximal effect; on the % scale 0 is the no-effect control and ±100 the full control effect; nearly all actives have a fitted effect of over 50% in size; many of its hits are not listed in these tables
CBFb-RUNX1 inh – inhibitors of human CBF-beta and RUNX1 interaction | Potency, µM (highest dose often 59.8 µM), inactives show top-dose activity, negative = inhibition, most hits filed as inhibitors | AlphaScreen CBFb-His/RUNX1-biotin binding, biochemical | AID 1477 | Q01196+Q13951 | 230,000 tested, under 10 active; further: % of control where 0% means no effect
Target sequence (Q01196 whole entry, looked up): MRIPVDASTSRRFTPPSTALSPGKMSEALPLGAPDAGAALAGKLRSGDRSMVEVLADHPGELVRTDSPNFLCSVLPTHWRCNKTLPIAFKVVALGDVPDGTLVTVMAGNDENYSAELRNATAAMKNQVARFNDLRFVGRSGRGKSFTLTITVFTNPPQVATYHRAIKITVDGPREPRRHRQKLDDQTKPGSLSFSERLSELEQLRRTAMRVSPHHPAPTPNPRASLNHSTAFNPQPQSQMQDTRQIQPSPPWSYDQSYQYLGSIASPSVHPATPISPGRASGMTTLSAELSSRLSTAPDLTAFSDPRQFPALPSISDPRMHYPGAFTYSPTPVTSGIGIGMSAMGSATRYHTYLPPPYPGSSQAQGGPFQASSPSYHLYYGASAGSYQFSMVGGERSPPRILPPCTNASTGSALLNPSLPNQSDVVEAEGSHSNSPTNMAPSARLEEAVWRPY
Target sequence (Q13951 whole entry, looked up): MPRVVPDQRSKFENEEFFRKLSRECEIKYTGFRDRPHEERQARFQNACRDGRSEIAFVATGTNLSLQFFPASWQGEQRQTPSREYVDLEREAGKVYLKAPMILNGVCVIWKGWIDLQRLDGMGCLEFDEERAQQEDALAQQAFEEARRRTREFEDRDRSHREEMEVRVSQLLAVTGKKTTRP
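AlphaScreen binding: CBFb-His and RUNX1-biotin (30 nM each) preincubated 20 min, compound added for 15 min, then nickel and streptavidin beads for 90 min, all at room temperature. Disruption of the interaction by any mechanism counts as activity.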
Numbers without * were called inactive; ? = inconclusive; . = no result given; [ ] = dose if it differs, or a comment. Unless noted, the call rests on the fitted dose curve; in most records, active means well fitted curve in the direction sought with a large enough effect; inconclusive means small, poorly fitted or top-dose-only effect, or another doubt; inactive means no such curve, though single readings can be large; an effect the other way counts as inactive or inconclusive. Not all compounds are listed; rates above refer to the full screens.

SMILES | Epigenetic derep | TR SRC2 fluor cs | Tau fibril FP | Tau fluor counter | GLA spleen mod | TRb-SRC2 inh | NPSR antagonist | CBFb-RUNX1 inh
CCc1ccccc1Nc1ncnc2c1cnn2-c1ccc(C)cc1C | -1.3% | -2% | -1% | -3% | . | 8% | . | .
CC(CCc1ccccc1)NC(=O)COC(=O)CC1CC2CCC1C2 (stereo not given) | -0.9% | -4% | 5% | -14% | 1% | -6% | 3%[46.1 µM] | 10%
CCOc1ccccc1N1CCN(C(=O)CCCc2nc3ccccc3s2)CC1 | -1.0% | 1% | 6% | -5% | -7% | -6% | 5% | -4%
COC(=O)CCC(=O)N1CCc2cc(S(=O)(=O)N3CCN(c4ccccc4Cl)CC3)ccc21 | -1.0% | -3% | -3% | -6% | 3% | -6% | -19%[46.1 µM] | 3%
CC(/C=N/O)Cc1ccc2c(c1)OCO2 (stereo not given) | -1.1% | -3% | 4% | -6% | 0% | -15% | ? | 3%
CCOC(=O)C1(Cc2ccccc2)CCN(Cc2ccc(C)s2)CC1 | 3.8% | -1% | 8% | -7% | -16% | 1% | -32% | 3%
C=CC[C@@H]1Cc2c(Br)ccc(Br)c2[C@@H](CC=C)N1 | 1.1% | -2% | -1% | -10% | -11% | 9% | -33% | -10%
CC(C)NC(=O)c1c2c(nc3ccccc13)CCCC2 | 0.0% | -1% | -2% | 3% | 0% | 16% | -2% | -3%
CCCSc1nn2c(=O)c3ccccc3nc2s1 | -0.1% | -2% | -8% | -12% | 0% | -3% | -13%[46.1 µM] | 1%
Cc1ncc([N+](=O)[O-])n1CCOC(=O)NC(NCc1ccccc1Cl)C(Cl)(Cl)Cl (stereo not given) | 0.0% | ? | 7% | -9% | -6% | -5% | 3% | 1%
CCn1c(SCc2nc3sc(C(=O)O)c(C)c3c(=O)[nH]2)nnc1-c1ccc(Cl)cc1 | -1.2% | -2% | 0% | -2% | 2% | 0% | 9% | -7%
COc1cc(C)c(Cl)c(C)c1S(=O)(=O)NCc1cccnc1 | 6.0% | -1% | -9% | -13% | 9% | 16% | -15%[46.1 µM] | -2%
COCCCN1C(=O)C(=O)/C(=C(/O)c2ccc(OC)cc2)C1c1cccc(OC)c1 (stereo not given) | -2.0% | -6% | -7% | 1% | -2% | 3% | -17%[46.1 µM] | -3%
CC(C)CCN1CC(O)=C(c2nc(-c3ccc(Cl)cc3)cs2)C1=N | -1.0% | -4% | 15% | -18% | -6% | -10% | 3%[46.1 µM] | -1%
CCc1ccccc1NC(=O)c1sc(-n2nc(C)c(Cc3ccc4c(c3)OCO4)c2C)nc1C | -0.8% | 5% | 3% | -8% | . | 0% | . | .
N#Cc1ccccc1NC(=O)CSc1nccn1CCc1ccccc1 | -1.1% | 1% | -2% | -7% | 3% | 0% | -16%[46.1 µM] | 4%
NC(N)=NC(N)=NCCc1ccccc1 | -1.6% | 0% | -5% | -18% | -7% | 6% | -35% | 10%
Cc1oc(-c2cccc(Cl)c2)nc1CN1CCCC(C(=O)NC(C)c2ccc3c(c2)OCCO3)C1 (stereo not given) | -0.2% | -5% | 15% | -9% | -2% | -3% | ? | -10%
Cc1noc(C)c1CSc1nnc(-c2c[nH]c3ccccc23)n1-c1ccc(Cl)cc1 | -1.2% | 2% | -18% | -2% | -2% | -7% | -6%[46.1 µM] | -6%
Cc1nnc(NC(=O)c2ccc(Br)cc2)s1 | -2.2% | 2% | ? | 3% | -7% | -16% | -6%[46.1 µM] | -1%
C/C=C(\C)C(=O)NNC(=O)c1sc(-c2ccccc2)nc1C | 1.6% | 0% | 0% | 5% | 4% | 1% | -31% | -3%
CC12CN3CC(C)(CN(C1)C3c1ccccc1Cl)C2O (stereo not given) | 7.0% | -2% | -11% | -5% | 6% | -1% | -14%[46.1 µM] | 8%
Cc1[nH]nc2c1C(c1ccccc1F)NC2=O (stereo not given) | 0.0% | 3% | -4% | -9% | 11% | 2% | 5%[46.1 µM] | 3%
CC(C)C(=O)Nc1cccc(-c2nc3ccccc3c(=O)o2)c1 | -1.0% | -2% | 10% | 7% | -1% | -15% | -8%[46.1 µM] | -1%
CCOC(=O)c1c(NC(=O)N/N=C/c2ccccc2OCC)sc(C(C)=O)c1C | 2.8% | 1% | -3% | -6% | 5% | -3% | -8% | -6%
Next results:
SMILES | Epigenetic derep | TR SRC2 fluor cs | Tau fibril FP | Tau fluor counter | GLA spleen mod | TRb-SRC2 inh | NPSR antagonist | CBFb-RUNX1 inh
O=C1OCCC1Sc1nc2ccccc2c(=O)n1-c1ccc(F)cc1 (stereo not given) | -5.8% | 2% | -4% | -3% | 0% | 4% | -7% | 0%
CCCc1nnc(NC(=O)C(CC)OC(=O)c2cc(C)nc3ccccc23)s1 (stereo not given) | 0.9% | -5% | 0% | -13% | -6% | 7% | ? | -7%
O=c1cc(O)c2sc(Nc3ccc(Cl)c(F)c3)nc2[nH]1 | 13% | -17% | 13µM* | ? | -10% | 6% | 5% | -26%
C[n+]1ccn(CC(=O)c2ccc(Br)cc2)c1 | ? | -2% | 8% | 10% | -3% | 1% | 10% | -5%
COc1ccc2c(c1)O[C@@H](c1ccc3c(c1)OCO3)[C@H](OC(=O)NCCc1ccc(OC)c(OC)c1)C2=O | -0.3% | -7% | -1% | -20% | 8% | 4% | . | 1%
O=C(O)CCCC(=O)NCCCCc1ccccc1 | -4.3% | 1% | -5% | 1% | 5% | 12% | -5%[46.1 µM] | 6%
CSc1ccc(/C=N\NC(=O)CC(=O)NC(C)C)cc1 | -1.3% | -1%[53 µM] | 2% | -3% | 4% | 5%[53 µM] | -4% | 6%
CC(=O)n1cc([C@H]2C=C(C(=O)N3CCN(Cc4ccccc4)CC3)O[C@@H](OCCCCO)C2)c2ccccc21 | 13% | 1% | 1% | 0% | -2% | 0% | 45% | 14%
CC1CN(S(=O)(=O)c2ccc(NC(=O)c3ccco3)cc2)CC(C)O1 (stereo not given) | 0.8% | 0% | -11% | -10% | -4% | 10% | -5%[46.1 µM] | -2%
Cc1cccc(Cn2c(SCCN3CCCCC3)nc3c2c(=O)[nH]c(=O)n3C)c1 | 0.0% | -4% | 5% | 16% | 3% | 9% | -18% | 8%
COc1ccc(NS(=O)(=O)c2c(C)nc3scc(C)n3c2=O)cc1 | 0.2% | -1% | 1% | 0% | . | -5% | . | .
CSCCC(NC(=O)c1ccc(Cl)cc1)C(=O)OCC(=O)c1ccc[nH]1 (stereo not given) | 0.0% | 0% | 2% | -20% | -4% | 2% | 12% | -5%
CC(C)CC(CSc1ccc(Br)cc1)N1CCN(C)CCC1=O (stereo not given) | . | -3% | . | . | -5% | 8% | . | 18%
COc1ccc(Nc2ncc3c(n2)CCN(Cc2cccc(F)c2F)C3)c(OC)c1 | -4.0% | -2% | ? | ? | . | 0% | . | .
COCc1cc(C)nc(OCC(=O)N/N=C/c2ccco2)c1C#N | -1.1% | -3% | 1% | 6% | -19% | -5% | 9% | 11%
Cc1c(C(=O)Nc2c(F)cccc2F)sc2ncn(Cc3ccccc3F)c(=O)c12 | -1.1% | -2% | -8% | -27% | . | -4% | . | .
O=C(O)c1ccc(Cl)c(S(=O)(=O)Nc2ccc3cn[nH]c3c2)c1 | -6.6% | -2% | 1% | -6% | -1% | 7% | 14% | ?
COc1ccc(C(=O)c2oc3ccccc3c2NC(=O)COc2cccc(C)c2)cc1 | 0.0% | -1% | -2% | -2% | . | 3% | . | .
O=C(Nc1ccc(F)cc1Cl)C1CCN(c2ncnc3c2nc2n3CCCCC2)CC1 | -1.2% | -1% | -18% | -25% | . | 0% | . | .
COc1ccc(C)cc1NC(=O)Cn1c(=O)ccc2cc(S(=O)(=O)N3CCCC3)ccc21 | 1.4% | -3% | 8% | -27% | . | 5% | . | .
CCNC(=O)COC(=O)c1[nH]c(C)c(C(=O)OC)c1C | 1.1% | -2% | 5% | 0% | -1% | 3% | 7% | -6%
CC(NC(=O)COC(=O)CCNC(=O)c1ccco1)C12CC3CC(CC(C3)C1)C2 (stereo not given) | 0.3% | -1% | -2% | -1% | 3% | -7% | -12%[46.1 µM] | 5%
CCOC(=O)c1cc2sccc2n1CC(=O)OC(C)C | -0.5% | -1% | 2% | 0% | 4% | -3% | -13%[46.1 µM] | 4%
Cc1noc(C)c1S(=O)(=O)Nc1ccc(C(=O)N2CCN(c3ccc(Cl)cc3)CC2)cc1 | 0.0% | -1% | 5% | -29% | -2% | -1% | -13%[46.1 µM] | 1%
O=C(/C=C/c1ccc(Cl)cc1)Nc1nccs1 | -0.3% | -3% | 0% | 1% | 2% | -1% | 3% | 2%
COc1cccc(C(=O)N2CCC(N3CCN(Cc4ccc(F)cc4)C(=O)C3=O)CC2)c1 | -1.1% | -1% | 2% | 3% | . | 2% | . | .
Cc1ccc2cccc(NC(=O)C(C)Oc3ccc(C)c(C)c3)c2n1 (stereo not given) | -0.9% | 0% | -5% | 6% | . | 4% | . | .
C=CCN(CC=C)Cc1ccc(C(=O)OC)o1 | 0.0% | 0% | -7% | -2% | 7% | -6% | -4%[46.1 µM] | 4%

A portion from the list above, for reference:
SMILES | Epigenetic derep | TR SRC2 fluor cs | Tau fibril FP | Tau fluor counter | GLA spleen mod | TRb-SRC2 inh | NPSR antagonist | CBFb-RUNX1 inh
O=C1OCCC1Sc1nc2ccccc2c(=O)n1-c1ccc(F)cc1 (stereo not given) | -5.8% | 2% | -4% | -3% | 0% | 4% | -7% | 0%
CCCc1nnc(NC(=O)C(CC)OC(=O)c2cc(C)nc3ccccc23)s1 (stereo not given) | 0.9% | -5% | 0% | -13% | -6% | 7% | ? | -7%
O=c1cc(O)c2sc(Nc3ccc(Cl)c(F)c3)nc2[nH]1 | 13% | -17% | 13µM* | ? | -10% | 6% | 5% | -26%
C[n+]1ccn(CC(=O)c2ccc(Br)cc2)c1 | ? | -2% | 8% | 10% | -3% | 1% | 10% | -5%
COc1ccc2c(c1)O[C@@H](c1ccc3c(c1)OCO3)[C@H](OC(=O)NCCc1ccc(OC)c(OC)c1)C2=O | -0.3% | -7% | -1% | -20% | 8% | 4% | . | 1%
